Myeloid diff 2: promotes myeloid progenitor differentiation. ER-HoxA9 myeloid progenitors, lysozyme-GFP differentiation, flow cytometry. calls only at 10 µM. 1% of 360,000 active;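 active = normalized GFP-positive differentiation at or above the plate's own cutoff, the solvent-only control mean plus 3 SD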;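 note: cells exposed to compound for four days before flow analysis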
Dengue-2 NS5 capping: Dengue-2 NS5 methyltransferase inhibitors, primary screen, biochemical, confirmation dose response (AID 588689); Dengue-2 NS5 methyltransferase capping enzyme assay, biochemical; higher % means a stronger effect; inhibition, % at 25 µM; hits with a dose series show IC50 in µM; 0.3% of 340,000 active; in the data active = a potency from the dose series
Dengue-2 NS5 capping pilot replicate: recorded beside Dengue-2 NS5 capping, whose call it bears; inhibition, %; measured here: pilot screen replicate inhibition
Myeloid diff 2 GFP+ MAC1+ %: recorded beside Myeloid diff 2, whose call it bears; GFP+ MAC1+ double positive, %; measured here: differentiation confirmed by MAC1 staining
The depositor's hits bear a star; i = inactive.

SMILES | Myeloid diff 2 | Myeloid diff 2 GFP+ MAC1+ % | Dengue-2 NS5 capping | others
O=C(COC(=O)C1CC2CCCC(C1)C2=O)NC(=O)c1ccccc1 (stereo unspecified) | i | 1.0 | 2.2%
CCCCn1c(N)c(N(CC)C(=O)c2cccs2)c(=O)[nH]c1=O | i | 0.9 | -7.0%
O=C(CN1C(=O)NC2(CCCCCC2)C1=O)Nc1ccc(Br)cc1Br | i | 1.6 | 0.7%
Cc1cccc(N2CCN(C(=O)Cn3nc(Cc4ccncc4)c4ccccc4c3=O)CC2)c1C | i | 2.1 | -5.6%
CC(C)[C@H](NC(N)=O)C(=O)Nc1cccc(S(=O)(=O)NC2=NCCCCC2)c1 | i | 0.6 | -7.3%
COCCCN(C(=O)CSCC(=O)Nc1cccc(C)c1)c1c(N)n(Cc2ccccc2)c(=O)[nH]c1=O | i | 0.7 | -2.2%
CN(Cc1ccc(OC(F)F)cc1)C(=O)c1cccc(S(=O)(=O)N2CCN(c3ccccc3)CC2)c1 | i | 0.7 | 4.4%
CC1=C(C(=O)N2CCOCC2)CC(CC(=O)NC(c2ccccc2)c2ccccc2)C(=O)N1Cc1ccc(F)cc1 (stereo unspecified) | i | 0.1 | -1.6%
CC1CN(S(=O)(=O)c2cccc(C(=O)Nc3cc(Cl)ccc3N3CCOCC3)c2)CC(C)O1 (stereo unspecified) | i | 0.5 | -6.6%
CC(C)(C)Cc1c(-c2ccc(Br)cc2)nc2ccc(Br)cn12 | i | 0.6 | 1.7%
CC(C)(C)OC(=O)N[C@@H](C(=O)OC(C)(C)C)c1ccc2c(c1)OCO2 | i | 2.2 | -8.8%
O=C(Nc1ccc(F)c([N+](=O)[O-])c1)C1CCCO1 (stereo unspecified) | i | 0.5 | 7.0%
Cc1cccc(NC(=O)CNC(=O)C23CC4CC(CC(Cl)(C4)C2)C3)n1 | i | 1.2 | -4.4%
COCCN(C(=O)COC(=O)c1nc(Cl)ccc1Cl)c1c(N)n(Cc2ccccc2)c(=O)[nH]c1=O | i | 0.1 | -1.4%
S=C1NCCN1CC1CCN(CCC23CC4CC(CC(C4)C2)C3)CC1 | i | 3.4 | 0.7% | Dengue-2 NS5 capping pilot replicate=-0.3
CN1CCCC(CC2c3ccccc3Sc3ccccc32)C1 (stereo unspecified) | i | 11.5 | -10.3%
Cc1ccc(CN2C(=O)C(C)Nc3ncnc(N4CCN(c5ccccn5)CC4)c32)cc1 (stereo unspecified) | i | 1.5 | -14.4%
COc1ccc(/C(O)=C2/C(=O)C(=O)N(CCCN(C)C)C2c2ccc(Cl)cc2)cc1OC (stereo unspecified) | i | 1.4 | 0.5%
O=C(NC1CC1)c1cccc(NC(=O)c2cn3ccccc3n2)c1 | i | 0.4 | -5.9%
CN(C(=O)C1CC1)C1CCS(=O)(=O)C1 (stereo unspecified) | i | 0.7 | -3.0%
C=CCN1C(=O)c2ccc(C(=O)N(C)CC(=O)Nc3c(C)cccc3C)cc2C1=O | i | 0.7 | -5.1%
CCN(C(=O)CCCCC(=O)N(CC)c1ccccc1)c1ccccc1 | i | 0.3 | 7.8%
CCCN(CC(=O)Nc1ccccc1OC)C(=O)CC1CCCC1 | i | 0.1 | -0.7%
CC(OC(=O)Cn1[nH]c(=O)c2ccccc2c1=O)C(=O)Nc1ccc(Cl)cn1 (stereo unspecified) | i | 1.4 | 1.5%
O=S(=O)(O)c1ccc(Cl)c(Cl)c1 | i | 0.9 | -8.9%
CNc1snc(C)c1C(=O)OCC(=O)Nc1ccc(C)cc1F | i | 1.0 | -5.9%
OC(c1ccccc1)C(NCc1ccccc1)c1ccccc1 (stereo unspecified) | i | 0.4 | 1.7%
O=C(CNC(=O)c1ccc(Br)cc1)OC1CCOC1=O (stereo unspecified) | i | 1.2 | -3.9%
O=C(Oc1ccccc1)N1CCCCC1 | i | 1.0 | -4.6%
O=C(COC(=O)/C=C/c1ccc(Cl)cc1)NC1CC1 | i | 0.6 | 3.0%
CC(OC(=O)/C=C/c1cccc(Cl)c1)C(=O)NC1CCCCC1C (stereo unspecified) | i | 0.5 | 2.2%
Cc1ccc2c(COC(=O)CNC(=O)c3ccco3)cc(=O)oc2c1C | i | 0.4 | 0.0%
COc1cccc(N2[C@@H](CC(C)=O)c3ccccc3S2(=O)=O)c1 | i | 1.9 | -3.4%
Cc1c(NC(=O)CN(C)CC(=O)Nc2ccc(F)c(F)c2F)c(=O)n(-c2ccccc2)n1C | i | 1.1 | -2.3%
CCCNC(=O)c1onc(CSc2ccc(F)cc2)c1C(=O)NC(C)C | i | 1.0 | 3.3%
Cc1noc(C)c1CSCC(=O)N(C)CC(=O)Nc1ccc(Cl)c(C(F)(F)F)c1 | i | 0.7 | -4.3%
Cc1ccc([C@H]2C[C@H](n3cc(-c4ccc(F)cc4)nn3)[C@@H](O)CN2CC2CCCCC2)cc1 | i | 0.8 | 4.5%
CCC1Oc2ccc(C)cc2N(CC(=O)NCCc2ccc(OC)c(OC)c2)C1=O (stereo unspecified) | i | 3.6 | 4.2%
COc1cccc(CNC(=O)c2ccc(OC)c(S(=O)(=O)NC3CCCC3)c2)c1 | i | 0.8 | -4.3%
O=C(NCCCn1cccn1)c1cc(COc2ccccc2)on1 | i | 0.7 | 5.5%
N#CCCN(C(=O)COC(=O)c1ccc(Cl)nc1)c1ccc2c(c1)OCCO2 | i | 0.9 | -1.6%
Clc1ccc(C(c2ccccc2Cl)C(Cl)Cl)cc1 (stereo unspecified) | i | 3.4 | -3.0%
Cc1ccc(NC(=O)CN(C)C(=O)CSc2nnc(NC(C)C)s2)cc1 | i | 0.4 | -5.0%
Cc1ccccc1NC(=O)CC1C(=O)Nc2ccccc2N1CC(=O)N(C)C1CCS(=O)(=O)C1 (stereo unspecified) | i | 0.0 | 4.8%
CC(C(=O)Nc1cc(C(F)(F)F)ccc1N1CCOCC1)N1C(=O)C2CCCCC2C1=O (stereo unspecified) | i | 1.0 | 3.7%
Cc1ccc(S(=O)(=O)CCC(=O)NC2CCCCC2)cc1 | i | 1.0 | -1.8%
CC(C)(C)OC(=O)N[C@@H](C(=O)OC(C)(C)C)c1ccccc1 | i | 0.6 | -0.8%
C#CCOCCOCCOCCNc1nc(N2CCN(C(=O)[C@H](C)n3cc(CCC(=O)O)nn3)CC2)nc(N2CCN(C(=O)[C@H](CCCCN)n3cc(CCCC)nn3)CC2)n1 | i | 1.0 | -7.2%
CCc1cccc(C)c1NC(=O)CN1C(=O)NC(C)(CCC(C)C)C1=O (stereo unspecified) | i | 1.1 | 3.2%
CN(CC(=O)Nc1ccc(F)cc1)C(=O)C1Cc2ccccc2CN1S(C)(=O)=O (stereo unspecified) | i | 0.6 | 3.6%
Cn1nc(C(=O)OCC(=O)N(Cc2ccccc2)C(C)(C)C)c2ccccc2c1=O | i | 0.9 | 0.7%
CCc1cccc2c(C(=O)COC(=O)c3nccnc3N)c[nH]c12 | i | 0.8 | -11.1%
CCC1CC(=O)CCN1S(=O)(=O)c1ccc(C)cc1 (stereo unspecified) | i | 1.0 | -7.9% | Dengue-2 NS5 capping pilot replicate=4.6
O=S(=O)(Nc1cc(S(=O)(=O)N2CCOCC2)ccc1NCC1CCCO1)c1ccccc1F (stereo unspecified) | i | 1.0 | 7.3%
COC(=O)c1c(NC(=O)Cc2ccc(OC)c(S(=O)(=O)N3CCOCC3)c2)sc(C)c1C | i | 0.1 | 0.7%
COc1cccc(CNC(=O)c2ccc(NC(=O)CC3SC(N4CCCC4)=NC3=O)cc2)c1 (stereo unspecified) | i | 1.4 | -10.2%
CCOC(=O)C1=C(CC)Nc2ccccc2N=C1NC(=O)c1cc(S(=O)(=O)N2CCOCC2)ccc1C | i | 0.4 | 3.8%
Cc1ccc(-c2ccc(CN3C(CC(C)C)C(=O)N(Cc4cn(Cc5ccco5)nn4)CCS3(=O)=O)cc2)cc1 (stereo unspecified) | i | 1.1 | -3.3%
COc1ccccc1C(=O)NCCC(=O)OCC(=O)Nc1ccc(S(N)(=O)=O)cc1 | i | 0.6 | -6.6%
CCOC(=O)/C=c1/s/c(=C\c2c(OC)ccc3ccccc23)c(=O)n1CC(=O)NCC1CCCO1 (stereo unspecified) | i | 5.1 | -16.3%

Following part
SMILES | Myeloid diff 2 | Myeloid diff 2 GFP+ MAC1+ % | Dengue-2 NS5 capping | others
O=C(c1ccccc1)c1c(-c2ccccc2)[nH]n(-c2ccccc2)c(=O)c1=O | i | 0.1 | 2.3%
Cc1ccc(NC(=O)C(C)OC(=O)c2nc(Cl)ccc2Cl)cc1S(=O)(=O)N1CCOCC1 (stereo unspecified) | i | 1.0 | -3.0%
CC1(C)C(=O)Nc2ccccc2N1C(=O)COc1ccc(C#N)cc1 | i | 2.7 | -2.6%
CCCCn1c(N)c(N(CC(C)C)C(=O)c2ccc(N3C(=O)CCC3=O)cc2)c(=O)[nH]c1=O | i | 1.0 | -3.6%
COc1ccc(OC)c(S(=O)(=O)NCC(c2cccs2)N2CCc3ccccc3C2)c1 (stereo unspecified) | i | 0.6 | 4.3%
CCOC(=O)N1CCN(C(=O)CCc2ccc(S(=O)(=O)NCC(C)C)cc2)CC1 | i | 0.5 | 6.9%
O=C(NNC(=O)C1CCCC1)c1cc([N+](=O)[O-])cc([N+](=O)[O-])c1 | i | 0.1 | 3.0%
Nc1ccccc1C#Cc1ccc2[nH]ccc2c1 | i | 1.3 | -0.8%
N#C/C(=C\c1ccc(O)c(O)c1)C(=O)NCCc1ccccc1 | i | 2.2 | -3.7%
CCN(C[C@H]1N[C@@](Cc2ccccc2)(C(=O)OC)[C@H]2C(=O)N(Cc3ccccc3)C(=O)[C@@H]12)S(=O)(=O)c1ccc(OC(F)(F)F)cc1 | i | 1.1 | -7.3% | Dengue-2 NS5 capping pilot replicate=-3.7
CCCc1nn2c(-c3ccccc3)nnc2o1 | i | 0.4 | 3.4%
CN(C)S(=O)(=O)c1ccc(NC(=O)CN2C(=O)NC(Cc3ccccc3)C2=O)cc1 (stereo unspecified) | i | 0.6 | -5.1%
C=CC[C@H](CC(=O)N(CCO)Cc1ccccc1)C(=O)NCCOC(=O)[C@@H](CC=C)CC(=O)OC(C)(C)C | i | 2.1 | 3.3%
CN1OC[C@@H]2CN[C@H](c3cccc(-c4cc(Cl)cc(Cl)c4)c3)C[C@@H]21 | i | 0.3 | -1.3% | Dengue-2 NS5 capping pilot replicate=1.2
O=C(COC(=O)COc1ccc(Br)cc1)NCC1CCCO1 (stereo unspecified) | i | 1.5 | 17.1%
CC1CN(S(=O)(=O)c2cccc(C(=O)Nc3ccc(N4CCCCC4)cc3)c2)CC(C)O1 (stereo unspecified) | i | 0.7 | -1.6%
CCCCn1c(N)c(N(CC)C(=O)C2CCCC2)c(=O)[nH]c1=O | i | 0.7 | -8.8%
Cc1ccc(S(=O)(=O)NCCC(=O)NCCOc2ccccc2)cc1 | i | 0.2 | 0.7%
Oc1ccc(CCc2ccccn2)cc1 | i | 0.5 | 1.7%
CC(C)N(C(=O)[C@H]1CC(CC(=O)NCCN2CCOCC2)C(=O)N2CCc3c([nH]c4ccccc34)[C@]12C)C(C)C (stereo partly specified) | i | 0.7 | 2.6% | Dengue-2 NS5 capping pilot replicate=3.0
COc1ccc(C(=O)Nc2cccc(S(=O)(=O)N(C)C)c2)cc1S(=O)(=O)N1CCOCC1 | i | 0.5 | -5.8%
COc1cccc([C@@H]2CC=C(C(=O)O)[C@H](c3ccccc3F)N2S(=O)(=O)c2ccc(C)cc2)c1 | i | 1.9 | -3.2%
C[C@H](CO)N1C[C@H](C)[C@@H](CN(C)S(=O)(=O)c2ccc(Oc3ccccc3)cc2)OCc2cn(nn2)CCCC1=O | i | 0.4 | -4.6%
C=CC[C@@H](CC(=O)N[C@@H](CO)Cc1ccccc1)C(=O)N[C@H](COC(=O)[C@@H](CC=C)CC(=O)OC(C)(C)C)Cc1ccccc1 | i | 0.8 | -1.6% | Dengue-2 NS5 capping pilot replicate=-5.1
CCCOc1ccc(C(F)(F)F)cc1NC(=O)c1cc(C)on1 | i | 0.5 | -5.2%

Structural class, the compounds so far with an NH in an aromatic ring
SMILES | Myeloid diff 2 | Myeloid diff 2 GFP+ MAC1+ % | Dengue-2 NS5 capping | others
CCCCn1c(N)c(N(CC)C(=O)c2cccs2)c(=O)[nH]c1=O | i | 0.9 | -7.0%
COCCCN(C(=O)CSCC(=O)Nc1cccc(C)c1)c1c(N)n(Cc2ccccc2)c(=O)[nH]c1=O | i | 0.7 | -2.2%
COCCN(C(=O)COC(=O)c1nc(Cl)ccc1Cl)c1c(N)n(Cc2ccccc2)c(=O)[nH]c1=O | i | 0.1 | -1.4%
CC(OC(=O)Cn1[nH]c(=O)c2ccccc2c1=O)C(=O)Nc1ccc(Cl)cn1 (stereo unspecified) | i | 1.4 | 1.5%
CCc1cccc2c(C(=O)COC(=O)c3nccnc3N)c[nH]c12 | i | 0.8 | -11.1%
O=C(c1ccccc1)c1c(-c2ccccc2)[nH]n(-c2ccccc2)c(=O)c1=O | i | 0.1 | 2.3%
CCCCn1c(N)c(N(CC(C)C)C(=O)c2ccc(N3C(=O)CCC3=O)cc2)c(=O)[nH]c1=O | i | 1.0 | -3.6%
Nc1ccccc1C#Cc1ccc2[nH]ccc2c1 | i | 1.3 | -0.8%
CCCCn1c(N)c(N(CC)C(=O)C2CCCC2)c(=O)[nH]c1=O | i | 0.7 | -8.8%
CC(C)N(C(=O)[C@H]1CC(CC(=O)NCCN2CCOCC2)C(=O)N2CCc3c([nH]c4ccccc34)[C@]12C)C(C)C (stereo partly specified) | i | 0.7 | 2.6% | Dengue-2 NS5 capping pilot replicate=3.0

Bioassay records from PubChem BioAssay.

Not all compounds are listed; rates above refer to the full screens.
